PMI act satM6P: PMI (human) activation, high substrate. P34949. 0.34% of 190,000 active. activation factor at 20 µM. coupled PMI enzyme assay, resazurin fluorescence, 20 min; stronger effect = higher value; 1 = untreated enzyme, 0 = substrate-free blank;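 active means activation factor of 2 or more at 20 µM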
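Material: human phosphomannose isomerase with PGI, G6PDH, diaphorase coupling enzymes. Quantity: 15 ng/mL PMI. Medium: HEPES pH 7.4 buffer with MgCl2 and Tween-20. Reagent: Near-saturating mannose-6-phosphate, 1.0 mM. Compound: 20 µM single dose. Times: enzyme reaction with compound 20 min at room temperature. Detection: resorufin fluorescence at Ex 544/Em 590 nm.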
PPARg SRC-3 ag: PPARgamma-driven SRC-3 recruitment agonism | P37231 | activation, % at 8 µM | biochemical PPARgamma/SRC-3 coactivator recruitment assay | 0.26% of 200,000 active | AID 731; in the data active means activation above about 23%;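 further: 0% = DMSO and 100% = reference agonist; some compounds past the cut are filed as inactive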
PPARg SRC2 recr: promotes SRC-2 coactivator recruitment by human PPARgamma; AID 1032; PPARgamma LBD-SRC-2 recruitment, biochemical; 0.34% of 200,000 active; activation, % at 8 µM; in the data active means activation above about 22%;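 further: 0% = vehicle and 100% = reference agonist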
SRC2 TRFRET art: counter-screen for PPARgamma SRC-2 recruitment agonists: TR-FRET artefact | 0.4% of 200,000 active | stronger effect = higher value | AID 1049 | TR-FRET ratio at 8 µM; in the data active means TR-FRET ratio above about 2000; further: inactives centre near 1500
ROMK mod: modulators of human ROMK potassium channel | P48048 | Tet-inducible ROMK, thallium flux fluorescence; actives lie on both sides | B-score at 10 µM | 2% of 130,000 active | AID 1918;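 active means signal ratio slope over the read window, or its plate-corrected B-score, at least 3 SD from the plate mean, either direction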;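 further: B-score of the F/F0 ratio slope over 7 to 12 s after thallium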
Target sequence (P48048 whole entry, looked up): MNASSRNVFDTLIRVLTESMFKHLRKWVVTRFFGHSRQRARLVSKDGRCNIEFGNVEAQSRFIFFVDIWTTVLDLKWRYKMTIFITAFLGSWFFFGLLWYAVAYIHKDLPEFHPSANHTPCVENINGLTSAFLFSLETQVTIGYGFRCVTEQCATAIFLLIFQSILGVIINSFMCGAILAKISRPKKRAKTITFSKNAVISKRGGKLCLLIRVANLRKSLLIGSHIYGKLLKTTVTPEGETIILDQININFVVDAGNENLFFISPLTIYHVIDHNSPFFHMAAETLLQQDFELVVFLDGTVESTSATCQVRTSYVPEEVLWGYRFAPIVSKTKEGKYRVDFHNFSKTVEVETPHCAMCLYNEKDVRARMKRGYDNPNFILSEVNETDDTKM
Diaphorase inh: diaphorase inhibition or chemical oxidation counter-screen; diaphorase resazurin-to-resorufin fluorescence, NADH, 16 min; bacterial (C. kluyveri) enzyme, not human; inhibition, % at 20 µM; 0.69% of 190,000 active; AID 1217;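 active means primary screen inhibition at 20 µM above a set limit, cut at about 50% in these data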;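 further: plate controls were DMSO with full reaction for no effect and wells lacking NADH for full effect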
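System: Diaphorase enzyme from Clostridium kluyveri | Amount: Enzyme working solution with 0.14 U/mL diaphorase | Benchmarks: No-NADH positive control and DMSO neutral control | Signal: Fluorescence of resorufin formed from resazurin, Ex 544/Em 590 nm | Schedule: 16-min room-temperature incubation before reading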
PPARg SRC-1 ag: PPARgamma-driven SRC-1 recruitment agonism | activation, % at 8 µM | PPARgamma-SRC-1 coactivator recruitment biochemical assay | AID 631 | P37231 | 0.41% of 200,000 active; in the data active means activation above about 19%;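 further: 0% = DMSO and 100% = reference agonist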
S1P3 antag: blocks the human S1P3 receptor; Q99500; 0.27% of 170,000 active; AID 485; CHO S1P3 NFAT-BLA reporter, FRET fluorescence, antagonist mode; inhibition, % at 4.98 µM;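 active means inhibition above the plate cutoff, the mean inhibition of test wells on that plate plus 3 SD, cut at about 28% in these data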;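 further: cells challenged with S1P at its EC80 of 0.8 µM; blue over green emission ratio from cleaved BLA substrate after 4 h stimulation; 0% = S1P-stimulated wells and 100% = unstimulated DMSO-only wells; some compounds past the cut are filed as inactive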
Target sequence (Q99500 whole entry, looked up): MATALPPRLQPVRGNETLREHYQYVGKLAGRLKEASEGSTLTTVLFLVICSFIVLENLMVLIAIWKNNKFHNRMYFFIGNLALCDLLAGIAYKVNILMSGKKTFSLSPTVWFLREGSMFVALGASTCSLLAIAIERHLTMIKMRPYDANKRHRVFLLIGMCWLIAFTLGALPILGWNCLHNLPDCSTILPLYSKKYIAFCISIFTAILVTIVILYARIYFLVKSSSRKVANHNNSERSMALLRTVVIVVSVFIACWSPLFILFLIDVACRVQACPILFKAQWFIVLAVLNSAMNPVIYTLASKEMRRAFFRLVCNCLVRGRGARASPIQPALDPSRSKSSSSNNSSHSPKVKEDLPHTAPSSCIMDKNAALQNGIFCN
PMI act: phosphomannose isomerase (human) activation | activation factor at 20 µM | purified human PMI, coupled resazurin fluorescence, 20 min; stronger effect = higher value; 1 = vehicle control, 0 substrate-free wells | 0.005% of 190,000 active | P34949;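 active means activation factor of 2 or more at 20 µM, relative to plate controls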
Diaphorase act: activates diaphorase or chemically reduces, flagging diaphorase assay artifacts; Diaphorase/resazurin coupled assay, resorufin fluorescence, 16 min; stronger effect = higher value; 1 = vehicle wells, 0 = NADH-free wells; activation factor at 20 µM; 0.005% of 190,000 active;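 active means diaphorase activity raised at least twofold by the compound at 20 µM; inactive means activation factor below 2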
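Material: bacterial diaphorase enzyme (C. kluyveri); amount: enzyme 0.07 U/mL final; reagent: NADH substrate 0.114 mM plus resazurin dye 0.1 mM, final; doses: single compound dose of 20 µM, 1% DMSO final; timing: 16 min enzyme reaction, ambient temperature; measured by: fluorescence of resorufin, 544 nm excitation, 590 nm emission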
G6PDH CS: inhibits Leuconostoc G6PDH, flagging false hits in G6PDH-based assays | Purified L. mesenteroides G6PDH, diaphorase/resazurin coupled fluorescence, 45 min | inhibition, % at 5 µM | 0.12% of 200,000 active; in the data active means inhibition above about 50%
Active calls of the source: *; . = no result given.

The line under a structure holds: PMI act satM6P	PPARg SRC-3 ag	PPARg SRC2 recr	SRC2 TRFRET art	ROMK mod	Diaphorase inh	PPARg SRC-1 ag	S1P3 antag	PMI act	Diaphorase act	G6PDH CS
CCO/C(C)=C1\C(=O)Nc2ccccc21
 : 1.2	-1.6	2.6	1489	.	5.5	-0.2	.	1.2	0.9	1.0
CCS(=O)(=O)c1ccc(C(=O)NC)c(Cl)c1Cl
 : 1.1	3.0	-3.2	1365	0.613	-9.2	-3.4	-9.3	1.1	1.1	3.9
COC(=O)c1cc(-c2ccc(OC)c(OC)c2)n[nH]1
 : 0.9	-4.2	7.3	1455	0.0062	7.4	-0.1	.	0.9	0.9	2.2
Cc1nc(NCc2ccccn2)c2c3c(sc2n1)CCCC3
 : .	2.4	3.9	1761	-1.34	.	2.3	-4.4	.	.	9.0
Cn1c2ccccc2c2n[nH]c(=O)nc21
 : 1	-1.6	8.1	1638	-0.819	5.8	5.8	-23.5	1	0.9	6.3
CCOC(=O)C1CCN(S(=O)(=O)Cc2ccccc2)C1=O (stereo not given)
 : 1	-8.9	1.8	1529	0.531	8.4	5.6	2.7	1.1	0.9	-1.7
Cc1ccc(NC(=O)c2cc3ccccc3oc2=O)cc1S(=O)(=O)N(C)C
 : 0.9	0.6	0.9	1634	0.158	5.6	2.6	7.8	1	0.9	0.8
Cc1ccc(S(=O)(=O)/N=C(\Sc2ccccc2)c2ccccc2)cc1
 : 1	-3.0	-2.5	1570	.	17.2	5.3	.	1	0.8	1.5
COc1ccc(CC(=O)NCc2nnc(SCC(=O)Nc3ncc(C)s3)n2C)cc1
 : 1	3.5	-0.7	1459	0.483	-9.8	3.5	-0.2	0.9	1.1	1.0
COc1cccc(Cn2nnc(C(=O)NCCc3ccc(Cl)cc3)c2N)c1
 : 1	-8.2	11.1	1564	.	30.3	3.5	.	0.9	0.7	2.7
CCOc1cc(C2NC(=O)NC(O)(C(F)(F)F)C2C(=O)c2ccc(Cl)cc2)ccc1O (stereo not given)
 : 1	5.1	0.8	1487	.	11.8	5.1	-10.4	1.1	0.9	1.9
O=[N+]([O-])c1cc(/C=N\Nc2nccs2)ccc1O
 : 0.9	9.9	11.4	1730	0.0684	89.8*	2.3	.	0.9	0.1	3.5
O=C(CSC1CCCCC1)Nc1nccs1
 : 1	-4.3	-1.2	1538	-0.128	14.8	-3.3	-5.0	1	0.9	7.7
O=C(Nc1nnc(SCc2c(Cl)cccc2Cl)s1)c1ccc2ncsc2c1
 : 1.1	3.7	-6.0	1470	0.62	15.8	5.2	7.6	1	0.8	6.6
N/C(=N\OC(=O)c1ccccc1)c1ccncc1
 : 1.2	0.3	5.7	1640	0.878	-13.1	-0.1	-22.6	1.2	1.1	-0.1
NC(=S)N/N=C/c1coc2cc(Cl)ccc2c1=O
 : 1	1.1	3.5	1706	.	8.7	-0.4	-13.3	1.1	0.9	-12.2
Cc1ccc(Cl)cc1NC(=O)c1ccc(Cn2cc(Cl)cn2)cc1
 : 1	-3.4	-4.5	1403	-0.842	17.9	0.5	21.2	0.8	0.8	7.8
Cc1cccc(N2CCN(C(=O)CCn3c(=O)[nH]c4ccccc4c3=O)CC2)c1C
 : 1	-9.7	0.3	1352	-0.341	5.7	-2.1	13.1	1.1	0.9	9.1
CO/N=C\c1cc(C(=O)c2ccc(Cl)cc2Cl)cn1C
 : 0.8	0.4	0.5	1600	-1.05	17.1	-5.0	19.6	0.8	0.8	11.5
S=C(Nc1ccccc1)Nc1ccc(OCc2ccc(Cl)cc2Cl)cc1
 : 0.9	2.7	3.2	1463	.	4.7	-7.4	.	1	1	-12.0
CN(c1ccc(OCc2nnc(-c3ccccc3)o2)cc1)S(=O)(=O)c1ccccc1
 : 1	-3.7	-4.2	1532	-1.2	0.4	1.5	20.1	0.9	1	-0.1
COC(=O)CC1NCCc2cc(OC)c(OC)cc21 (stereo not given)
 : 1.1	0.4	8.8	1449	-0.285	2.1	7.0	-11.6	1.1	1	-5.3
O=S(=O)(c1ccc(NC(=S)N/N=C/c2ccc(N3CCOCC3)cc2)cc1)N1CCOCC1
 : 1.1	9.1	-3.1	1554	-0.0114	18.2	-2.3	-2.2	1.1	0.8	6.4
COc1ccc(-c2noc(CCCOc3ccc(Cl)cc3Cl)n2)cc1
 : 1	2.0	1.0	1484	.	4.1	6.1	.	0.9	1	-0.2
Cc1ncc([N+](=O)[O-])n1CC(=O)NCCc1ccccc1
 : 1	1.3	4.5	1638	0.973	9.3	4.0	-15.1	1	0.9	7.5
N#CCCn1cc(C(CC(=O)c2ccccc2)C(=O)O)c2ccccc21 (stereo not given)
 : 1.2	-0.7	6.1	1522	.	-0.1	0.0	10.1	1.2	1	1.3
COc1ccc(-n2nc(C(=O)N3CCCCC3)c3ccccc3c2=O)cc1
 : 1	-1.7	-4.0	1538	.	5.2	4.3	-9.3	1	0.9	1.0
C=CCC1(C#N)C(=S)NC2=C(C(=O)CC(C)(C)C2)C1c1ccc(Br)cc1 (stereo not given)
 : 0.8	-0.1	-0.4	1593	-0.0618	24.4	-0.8	-6.7	0.7	0.8	12.3
COc1ccc(OC)c(NC(=O)c2cnc(Nc3ccccc3OC)c3ccccc23)c1
 : 0.8	1.9	-0.7	1583	0.0889	22.2	-1.3	8.3	0.8	0.8	-1.5
Cc1[nH]n(-c2ccccc2)c(=O)c1/C=N/NC(=O)C(C)C
 : 0.9	0.1	-6.6	1734	0.695	48.4	5.2	-28.7	0.7	0.5	17.3

Continued; the last three above are carried over.
The line under a structure holds: PMI act satM6P	PPARg SRC-3 ag	PPARg SRC2 recr	SRC2 TRFRET art	ROMK mod	Diaphorase inh	PPARg SRC-1 ag	S1P3 antag	PMI act	Diaphorase act	G6PDH CS
C=CCC1(C#N)C(=S)NC2=C(C(=O)CC(C)(C)C2)C1c1ccc(Br)cc1 (stereo not given)
 : 0.8	-0.1	-0.4	1593	-0.0618	24.4	-0.8	-6.7	0.7	0.8	12.3
COc1ccc(OC)c(NC(=O)c2cnc(Nc3ccccc3OC)c3ccccc23)c1
 : 0.8	1.9	-0.7	1583	0.0889	22.2	-1.3	8.3	0.8	0.8	-1.5
Cc1[nH]n(-c2ccccc2)c(=O)c1/C=N/NC(=O)C(C)C
 : 0.9	0.1	-6.6	1734	0.695	48.4	5.2	-28.7	0.7	0.5	17.3
COc1cc(OC)c(Nc2cc(C)nc3nc(C)nn23)cc1Cl
 : 1	5.6	3.5	1560	.	-1.8	0.7	-2.1	1	1	-10.5
Cc1nn(C)c(C)c1CNC(=O)/C=C/c1ccccc1F
 : 1	-0.3	-0.6	1832	-0.155	10.4	6.6	-25.7	1	0.9	3.0
Cc1csc(NC(=O)c2ccco2)n1
 : 0.9	0.8	4.8	1506	.	17.6	0.5	-39.5	0.9	0.8	-11.8
COc1ccc2cc(C(=O)NCc3ccco3)c(=O)oc2c1
 : 1	1.7	2.0	1411	.	9.0	-8.8	1.3	1	0.9	-8.9
CSc1cccc(NC(C)=O)c1
 : 0.9	2.4	3.7	1572	.	10.7	-2.1	-0.5	0.9	0.9	4.7
CC(=Nc1ccc(C)c(C)c1)C1=C(O)CCC1=O
 : 1.1	-2.3	2.6	1526	-1.05	-3.5	4.1	.	1.1	1	10.4
O=C(COC(=O)c1ccc2ncsc2c1)NC(=O)NCc1ccccc1
 : 1	0.5	-8.7	1568	-0.939	-0.1	-2.3	-1.1	0.9	1	7.3
COc1cccc(OCC(O)CN2CCC(Cc3ccccc3)CC2)c1 (stereo not given)
 : 1	-0.1	10.2	1758	.	13.9	-7.9	-39.7	1	0.9	-4.0
COc1cc(Cl)cc(C=O)c1OCC(=O)O
 : 1	2.9	-1.1	1576	-0.29	17.3	4.3	-13.0	1	0.8	7.3
CN(C)CCCN(C(=O)c1cc2ccccc2oc1=O)c1nc2c(F)cccc2s1
 : 1.1	-2.2	-5.8	1708	.	6.3	-0.3	-11.9	0.9	0.9	-16.2
COC(=O)c1cc2ccccc2c(=O)s1
 : 1	-8.0	11.2	1476	0.703	7.2	1.3	-95.9	1	0.9	30.6
O=C(c1ccccc1C(=O)N1CCN(c2ccc(F)cc2)CC1)N1CCN(c2ccc(F)cc2)CC1
 : 0.9	9.0	5.7	1513	.	16.8	-1.6	-12.4	0.9	0.8	-25.8
C#CCNC(=O)c1ccc(OCc2ccccc2)cc1Cl
 : 1	6.9	-8.5	1531	-0.848	5.3	4.5	-7.6	1.1	0.9	11.0
N/C(=N\OC(=O)c1ccc(Cl)c(Cl)c1)c1ccccn1
 : 1	-0.3	6.9	1344	.	6.6	-11.5	.	1	0.9	-2.9
O=C(OCC(=O)N1CCN(C(=O)c2ccco2)CC1)c1ccccc1C(=O)c1ccccc1
 : 1	-10.9	-7.3	1452	-0.0822	11.2	7.1	-8.9	1	0.9	3.9
COC(=O)[C@@]1(Cc2ccc(F)cc2)[C@H]2c3cc(C(=O)N(C)C)n(Cc4ccccc4)c3C[C@H]2CN1C(=O)c1ccccc1
 : 0.8	2.3	-6.7	1575	-2.21	31.0	3.3	-7.2	0.9	0.7	10.7
Cc1noc(C)c1CCC(=O)N1CCCC(CCC(=O)NCc2ccccc2F)C1 (stereo not given)
 : 1	1.7	8.2	1530	1.04	-0.8	6.6	-11.0	1	1	-3.2
CN(C(=O)CSC1=NC2C(N=N1)c1cc(Br)ccc1N2C)C1CCCCC1 (stereo not given)
 : .	-1.4	2.0	1373	-0.397	.	-5.3	4.6	.	.	20.2
CC(C)CC(=O)Nc1ccc2oc(-c3ccncc3)nc2c1
 : 1	-2.7	3.3	1450	-0.725	7.1	2.9	-0.1	1.1	0.9	9.9
Fc1ccccc1Sc1ccccc1CNC1=NCCN1
 : 1	0.5	-1.1	1385	-0.786	-10.8	1.2	-5.2	0.9	1.1	7.5
CCOC(=O)CSc1ncc(OC)c(=O)[nH]1
 : 0.9	-3.8	11.4	1523	.	8.1	5.8	.	0.9	0.9	13.2
CS(=O)(=O)N(Cc1ccccc1)c1ccc(C(=O)NCc2ccccc2)cc1
 : 1	-1.9	2.8	1680	1.1	16.4	4.9	.	0.9	0.8	2.3
CC(C(=O)Nc1cc([N+](=O)[O-])ccc1Cl)N1CCN(c2ccccc2)CC1 (stereo not given)
 : 1	2.7	5.8	1609	0.325	10.0	8.2	-21.0	0.9	0.9	-9.9
Cc1ccc(S(=O)(=O)Nc2ccc(S(=O)(=O)NC(C)(C)C)cc2)cc1
 : 0.9	-8.7	2.9	1464	0.448	22.8	-2.8	.	0.9	0.8	4.0
Cc1ccc(CN2CCN(Cc3cccn3-c3nccs3)CC2CCO)cc1 (stereo not given)
 : 1	-0.3	1.8	1610	.	-6.6	-1.6	2.9	1	1.1	7.3

Screening results as filed in PubChem BioAssay.
